SW480 rerep: inducers of DNA re-replication in SW480 colon cancer cells; SW480 DNA re-replication, Hoechst DNA content imaging, 48 h; Potency, µM (doses to about 46.1 µM), inactives show at the top dose re-replication activation, hits mostly activators; 340,000 compounds, 1.8% hits; also: potency is read from the fitted curve at half-maximal effect; % of control where 0% means no effect; nearly all actives have a fitted effect of over 55% in size
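Image-based DNA-content assay: after two days of treatment, nuclei were labelled with the DNA dye Hoechst and imaged, and hits were compounds raising the count of nuclei showing high fluorescence intensity.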
ATXN viability: reduces viability in counter-screen for ATXN expression inhibitors | S2 cells (HEK-293 line with an ATXN2-luciferase reporter) viability, CellTiter-Fluor protease fluorescence, 24 h | Potency, µM (titrated, usually from 56.7 µM), usual class: cytotoxic | 400,000 compounds, 0.49% hits; also: potency is read from the fitted curve at half-maximal effect; nearly all actives have a fitted effect of over 40% in size
MCF10A rerep: DNA re-replication induction in MCF 10a cells; MCF 10A DNA re-replication, Hoechst nuclear intensity, 48 h; Potency, µM (highest dose often 46.1 µM), without a hit: at the highest dose activity, positive = re-replication, usual class: activators; 350,000 compounds, 2.9% hits; AID 624296; also: potency is read from the fitted curve at half-maximal effect; % of control where 0% means no effect; nearly all actives have a fitted effect of over 50% in size
KB-V1 MDR tox: KB-V1 MDR subline cytotoxicity. AID 1347076. Potency, µM (top dose mostly 46.1 µM), for the others: top-dose activity change, negative = cytotoxicity, hits mostly cytotoxic. 400,000 compounds, 3.4% hits. KB-V1 MDR cells viability, CellTiter-Glo, 72 h; also: potency is read from the fitted curve at half-maximal effect; % is scaled to controls: 0 for no effect and ±100 for the full control effect; nearly all actives have a fitted effect of over 60% in size
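qHTS viability screen in drug-selected KB-V1 MDR cells: 72 h compound treatment at 37 degrees C, ATP luminescence end point.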
HT1080 IDH1KD tx: HT-1080 IDH1 knockdown cell toxicity (counter line). 360,000 compounds, 2% hits. HT-1080 IDH1 knockdown viability, ATP luminescence, 48 h. Potency, µM (highest dose often 46.1 µM), for inactives: at the top dose activity, negative = toxicity, hits mostly cytotoxic. AID 686971;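 also: potency is read from the fitted curve at half-maximal effect; 0% = DMSO wells and -100% = cell-free medium wells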
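HT-1080-IDH1KD cells (IDH1 knocked down), 750/well in RPMI with 5% FBS, treated with compound 48 h at 37 degrees C. Viability by CellTiter-Glo luminescence, normalised to DMSO and no-cell wells; concentration-response curves classed.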
IL-1B inflam inh: blocks inflammasome-driven IL-1 beta release; THP-1 LPS/ATP IL-1B secretion, AlphaLISA, 16 h; hits give low values; activity change, % at 57.5 µM; 360,000 compounds, 4.7% hits; AID 743279; in the data active = activity change below about -50%; inconclusive = mostly about -30% to -49%; also: % is scaled to controls: 0 for no effect and ±100 for the full control effect
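THP-1 cells pretreated 1 hr with compounds (up to 57.5 uM final), then stimulated with LPS (250 ng/mL final) plus ATP (1.25 mM final); secreted IL-1B measured by AlphaLISA after 16 hr, decreased signal indicating inhibition.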
HT1080NT lethal: kills 2HG-producing HT-1080-NT fibrosarcoma cells | AID 686970 | HT-1080-NT fibrosarcoma viability, CellTiter-Glo ATP luminescence, 48 h | 360,000 compounds, 1.6% hits | Potency, µM (titrated, usually from 46.1 µM), inactives show top-dose activity, negative = less viability, actives largely listed as cytotoxic;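 also: NT is the 2HG producing partner of a matched IDH1 knockdown line; potency is read from the fitted curve at half-maximal effect; 0% = DMSO-treated cells and -100% = media-only wells without cells; nearly all actives have a fitted effect of over 55% in size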
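Luminescent CellTiter-Glo readout after 48 hours of compound exposure at 37 degrees C defined viability of HT-1080-NT cells. Activity was normalized to DMSO wells and cell-free media wells; concentration-response curves were fitted and assigned curve classes.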
ATXN2 expr inh: inhibitors of ATXN2 expression. HEK-293 ATXN2-luciferase reporter, luminescence, 24 h. Potency, µM (highest dose often 57 µM), without a hit: at the highest dose activity change, negative = inhibition, hits mostly inhibitors. 360,000 compounds, 0.72% hits; also: potency is read from the fitted curve at half-maximal effect; % is scaled to controls: 0 for no effect and ±100 for the full control effect; nearly all actives have a fitted effect of over 55% in size
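ATXN2-luciferase reporter cells (luciferase flanked by upstream and downstream ATXN2 gene portions) were treated 24 h at 37 °C with compounds at up to 57 uM. SteadyGlo luminescence gave expression; GF-AFC fluorescence gave viability.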
KB-3-1 cytotox: KB-3-1 parental cell cytotoxicity | KB-3-1 viability, CellTiter-Glo ATP luminescence, 72 h | 400,000 compounds, 1.4% hits | Potency, µM (series often up to 46.1 µM), for the others: at the top dose activity change, negative = cytotoxic, usual class: cytotoxic; also: potency is read from the fitted curve at half-maximal effect; % is scaled to controls: 0 for no effect and ±100 for the full control effect; nearly all actives have a fitted effect of over 60% in size
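Using CellTiter-Glo luminescence, growth of non-resistant KB-3-1 adenocarcinoma cells is assessed 72 h after pin-tool compound addition at 37 °C. Normalized responses across the concentration series yield fitted curves.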
* marks the source's active call; other numbers are inactive results; i = inactive; ? = inconclusive; . = no result given; & = joins results of further samples; [ ] = dose if it differs, or a comment. Unless noted, calls follow the shape of the dose curve; as a rule, active = well fitted curve in the direction sought with a large enough effect; inconclusive = small, poorly fitted or top-dose-only effect, or another doubt; inactive = no such curve, though single readings can be large; an effect the other way counts as inactive or inconclusive. Hits appear at their usual frequency; 11% or so of the library scored in one or more.

SMILES	SW480 rerep	ATXN viability	MCF10A rerep	KB-V1 MDR tox	HT1080 IDH1KD tx	IL-1B inflam inh	HT1080NT lethal	ATXN2 expr inh	KB-3-1 cytotox
O=C(c1ccc(-n2cncn2)c([N+](=O)[O-])c1)N1CCN(S(=O)(=O)c2ccc(Br)cc2)CC1	?	i	9.8%	-14.0%	-0.7%	-1.0	0.3%	-11.4%	-2.2%
NC(=S)N1CCCc2ccccc21	-2.4%	i	2.3%	12.0%	3.0%	32.7	-3.0%	-16.7%	0.1%
Cn1c(-c2cnn(-c3ccccc3)c2-n2cccc2)n[nH]c1=S	-3.6%	i	?	?	1.1%	2.9	-4.0%	.	-17.9%
C/C(=N/NC(=O)c1ccncc1)c1ccc(NC(=O)c2ccc(Cl)cc2Cl)cc1	-5.3%	i	-1.2%	?	6.5%	16.2	1.3%	31.1%	?
O=C(CN1CCN(c2ccc(Cl)cc2)CC1)Nc1ccc(F)c(F)c1	-0.8%	i	-2.8%	8.5%&2.1%	-5.1%	19.5	-7.0%	-5.2%&-7.7%	-2.1%&-14.7%
O=C(NCCN1CCCC1=O)Nc1ccccc1	3.0%	i	4.3%	10.5%	0.6%	-0.6	3.4%	-2.8%	-7.0%
Cc1nc(Nc2nc(CSc3ccc(Cl)cc3)cc(=O)[nH]2)nc2ccccc12	?	i	11.5%	0.0%	11.7%	9.5	18.4%	-6.7%	10.9%
O=C(CN1CCN(S(=O)(=O)c2ccc(Br)s2)CC1)NCC1CCCCC1	.	i	.	5.1%	-2.0%	-5.0	8.6%	.	-14.3%
CCC(Sc1nc(C)cc(C)n1)C(=O)Nc1nccs1 (stereo not drawn)	?	i	0.1%	-1.4%	6.9%	-6.9	7.1%	3.2%	2.5%
O=C(NCCc1ccc(Cl)cc1)c1cc(-c2ccc(Cl)cc2)n[nH]1	.	i	.	-6.6%	.	.	.	-4.1%	2.1%
COc1ccccc1NC(=O)CSc1nnc(CCNC(=O)c2ccc(C)cc2)n1C	-1.8%	i	4.0%	-5.4%	-2.3%	18.2	-3.0%	.	-21.9%
CNC(=O)c1c(NC(=O)c2ccc(N3C(=O)CCC3=O)cc2)sc2c1CCC(C)C2 (stereo not drawn)	-8.8%	i	4.0%	21.8%	14.3%	14.5	11.4%	3.8%	8.2%
COCCNC(=O)C1(C)CCCN(C(=O)c2cccc(OC(F)(F)F)c2)C1 (stereo not drawn)	.	i	.	-1.0%	24.5%	-3.0	9.5%	10.1%	0.0%
O=C(c1ccco1)N1CCN(C(=O)C2CCCc3c2[nH]c2ccc(Cl)cc32)CC1 (stereo not drawn)	?	i	?	?	?	-7.0	?	27.1%	-11.5%
Nc1c(C(=O)N/N=C/c2ccc([N+](=O)[O-])cc2)cnn1-c1ccccc1	-9.2%	i	1.7%	9.6%	0.4%	17.0	28.0%	3.2%	-0.9%
CCn1c(SCC(=O)Nc2cccc(C)n2)nc2c1c(=O)n(C)c(=O)n2C	-30.8%[inhibitor]	i	9.9%	?	-12.6%	21.7	0.2%	-7.3%	1.5%
Nc1c(Cl)ncnc1N/N=C/c1cccc(O)c1	10.1%	i	-3.4%	-0.1%	-14.0%	-6.4	-9.0%	.	-27.1%
Cc1onc(-c2c(Cl)cccc2Cl)c1NC(=O)NNc1ccccc1	26.4%	i	3.8%	1.9%	1.8%	0.0	-1.7%	.	-0.2%
O=C(O)C1C(C(=O)O)C1(c1ccccc1)c1ccccc1 (stereo not drawn)	-1.4%	i	-0.9%	10.1%	9.1%	28.8	9.9%	3.6%	9.4%
Cc1cccc(N2C(=O)N(c3ccccc3C)C3CS(=O)(=O)CC32)c1 (stereo not drawn)	-0.5%	i	0.7%	-0.7%	1.8%	0.0	0.6%	13.0%	-8.4%
CCOC(=O)c1c(Cc2ccccc2)c[nH]c1C	-2.7%	i	2.4%	-11.2%	2.4%	-22.9	-6.1%	.	-5.9%
Cc1occc1-c1nnc(SCC(=O)NCc2cccs2)n1CC1CCCO1 (stereo not drawn)	-5.0%	?	1.9%	9.4%	2.0%	14.6	-7.1%	-0.6%	9.4%
O=C(NC1CCCC1)c1c[nH]c2ccc(S(=O)(=O)Nc3cccc(C(F)(F)F)c3)cc2c1=O	.	i	.	7.0%	.	.	.	-36.4%	1.7%
O=C(c1cnn2c(C(F)F)cc(C3CC3)nc12)N1CCCC1	-3.2%	i	0.4%	0.2%	5.8%	20.6	3.5%	3.1%	1.4%
Cn1c(SCC(=O)Nc2ccccc2C(F)(F)F)nc2c(c1=O)SCC2	-13.3%	i	4.1%	?	-15.7%	i	?	-7.8%	?
Cc1ccc(S(=O)(=O)N2CCOCC2)cc1NC(=O)COC(=O)c1cnccn1	1.9%	i	-2.9%	?	9.5%	2.8	3.6%	-0.2%	10.0%
CC1CCCN(C(=O)c2ccc(S(=O)(=O)N3CCC(c4nc5ccccc5s4)CC3)cc2)C1 (stereo not drawn)	2.3%	i	?	?	-6.2%[9.24 µM]	-70.5*	?	-19.7%	?
COc1cccc(NC(=S)N(CCN2CCCCC2)Cc2ccco2)c1	12.5%[1.84 µM]	i	9.5%	2.2%	-12.5%	?	-8.2%	-1.1%	-3.7%
COc1ccccc1NS(=O)(=O)c1cc(NC(=O)CCC(=O)c2cccs2)ccc1Cl	-1.7%	i	1.2%	-17.1%	-18.9%	-1.8	-12.1%	-7.1%	-23.2%
CC(Oc1ccc(Br)cc1)C(=O)Nc1cc(Cl)ccc1N1CCN(C)CC1 (stereo not drawn)	?	?	?	?	20.6µM*	-86.2*	13µM*	?	?
CN1C(=O)NC(c2cccc(F)c2)C2=C1CC(C)(C)CC2=O (stereo not drawn)	3.9%	i	2.8%	-11.4%	-0.5%	2.0	0.4%	7.7%	-1.2%
COc1cc(NC(=S)Nc2ccc(S(=O)(=O)N3CCOCC3)cc2)cc(OC)c1OC	-0.2%	i	1.0%	-4.5%	0.0%	4.5	23.3%	7.3%	12.9%
Cc1ccc(CNC(=O)Cc2ccc(-n3c(=O)[nH]c4ccsc4c3=O)cc2)cc1	6.51µM*	i	2.06µM*	-6.9%	4.11µM*	30.8	3.66µM*	-14.1%	1.3µM*
CN(Cc1ccccc1F)C(=O)C(Cc1ccccc1)NC(=O)c1ccccc1 (stereo not drawn)	2.7%	i	?	?	-7.5%	-84.2*	-8.4%	1.5%	-1.5%
C/C(=N\NC(=O)c1cccc(N/N=C(\C)c2ccncc2)c1)c1ccncc1	-2.5%	i	20.7%	10.4%	-1.1%	-27.8	-1.1%	2.0%	5.3%
COc1cc(/C=N/n2c(C)nc3ccccc3c2=O)cc(OC)c1O	-2.1%	i	11.7%	-16.2%	0.0%	-0.5	0.3%	.	5.4%

Five consecutive records from above, for reference:
SMILES	SW480 rerep	ATXN viability	MCF10A rerep	KB-V1 MDR tox	HT1080 IDH1KD tx	IL-1B inflam inh	HT1080NT lethal	ATXN2 expr inh	KB-3-1 cytotox
COc1ccccc1NS(=O)(=O)c1cc(NC(=O)CCC(=O)c2cccs2)ccc1Cl	-1.7%	i	1.2%	-17.1%	-18.9%	-1.8	-12.1%	-7.1%	-23.2%
CC(Oc1ccc(Br)cc1)C(=O)Nc1cc(Cl)ccc1N1CCN(C)CC1 (stereo not drawn)	?	?	?	?	20.6µM*	-86.2*	13µM*	?	?
CN1C(=O)NC(c2cccc(F)c2)C2=C1CC(C)(C)CC2=O (stereo not drawn)	3.9%	i	2.8%	-11.4%	-0.5%	2.0	0.4%	7.7%	-1.2%
COc1cc(NC(=S)Nc2ccc(S(=O)(=O)N3CCOCC3)cc2)cc(OC)c1OC	-0.2%	i	1.0%	-4.5%	0.0%	4.5	23.3%	7.3%	12.9%
Cc1ccc(CNC(=O)Cc2ccc(-n3c(=O)[nH]c4ccsc4c3=O)cc2)cc1	6.51µM*	i	2.06µM*	-6.9%	4.11µM*	30.8	3.66µM*	-14.1%	1.3µM*

Going on with the list:
SMILES	SW480 rerep	ATXN viability	MCF10A rerep	KB-V1 MDR tox	HT1080 IDH1KD tx	IL-1B inflam inh	HT1080NT lethal	ATXN2 expr inh	KB-3-1 cytotox
O=C(C1CC(=O)N(c2ccccc2)C1)N1CCN(c2ccccc2F)CC1 (stereo not drawn)	1.1%	?	-14.6%	?	9.9%	i	4.5%	15.5%	-2.9%
O=C(O)COCc1nc2ccccc2[nH]1	-13.6%	i	15.5%	2.1%	-4.6%	-6.2	8.6%	3.2%	1.2%
CCOC(=O)N1CCC(NC(=O)COc2cc(=O)n(C)c3ccccc23)CC1	-4.9%	i	-8.4%	2.7%	-1.6%	3.0	-4.1%	-1.9%	-18.7%
CC(=O)O/N=C(/C)c1ncc(C(F)(F)F)cc1N1CCOCC1	-8.4%	i	3.5%	8.4%	6.2%	19.0	4.2%	-2.1%	8.7%
Cc1ccccc1Cn1cc(C)c(=O)[nH]c1=O	-17.9%	i	-1.4%	?	21.0%	2.7	-0.2%	16.5%	0.2%
CCN1C(=O)[C@@H]2[C@@H](c3ccc(-c4cccc(Cl)c4)c(OC)c3)N3CCCC[C@@]3(C(=O)OC)[C@@H]2C1=O	5.3%	i	-28.9%	-26.5%	0.1%	-12.9	10.0%	2.1%	?
C/C(=N\NC(=O)C(O)(c1ccccc1)c1ccccc1)c1ccc(C)o1	-695.8%[inhibitor]	?	12.5%	?	-17.1%	7.4	-17.9%	-16.3%	-5.0%
CC(C)CC(C(=O)O)N1C(=O)C2C3CC(C2C1=O)C1C(c2ccccc2)c2sc(=O)[nH]c2SC31 (stereo not drawn)	-0.3%	i	?	0.0%	20.1%	13.1	19.2%	4.3%	-15.0%
O=C(NC(=S)Nc1ccc(F)cc1)c1ccc2c(c1)OCCO2	1.8%	i	-0.1%	-2.5%	-24.1%	1.0	-12.3%	-22.8%	13µM*
CC(=O)Nc1ccc2sn(-c3ccccc3)c(=O)c2c1	.	?	.	-10.9%	-26.3%	-101.5*	-13.4%	-27.0%	0.0%
CCCCn1c(N)c(N(C)C(=O)CCCn2c(=O)oc3ccccc32)c(=O)[nH]c1=O	.	i	.	14.1%	-1.6%	5.7	-8.4%	.	1.2%
